OX1R antag-1 = blocks the human orexin 1 receptor; O43613; OX1R-expressing cells, FRET antagonist read-out; 1.8% of 330,000 active; AID 485270; inhibition, % at 6.6 µM; in the data active means inhibition mostly above about 38%, no sharp cut-off; inactive means mostly below about 40%;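 further: 0% = agonist challenge alone and 100% = reference antagonist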
Target sequence (O43613 whole entry, looked up): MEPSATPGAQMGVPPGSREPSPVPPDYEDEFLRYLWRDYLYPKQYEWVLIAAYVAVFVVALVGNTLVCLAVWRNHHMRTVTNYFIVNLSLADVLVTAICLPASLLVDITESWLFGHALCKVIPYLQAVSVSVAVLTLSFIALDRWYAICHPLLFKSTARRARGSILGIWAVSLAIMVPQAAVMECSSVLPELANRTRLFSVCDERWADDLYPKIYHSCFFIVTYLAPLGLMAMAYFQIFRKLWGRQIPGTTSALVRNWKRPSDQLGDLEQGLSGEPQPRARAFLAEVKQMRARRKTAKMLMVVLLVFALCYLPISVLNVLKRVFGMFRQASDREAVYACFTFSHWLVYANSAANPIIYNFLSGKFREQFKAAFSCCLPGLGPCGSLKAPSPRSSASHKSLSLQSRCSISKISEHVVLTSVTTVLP
OX1R antag-2 = blocks the human orexin 1 receptor. O43613. CHO/OX1R cells, Fluo-8 calcium fluorescence, orexin A. inhibition, % at 5 µM. 0.43% of 330,000 active. AID 434989;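 active means inhibition above its plate's threshold, mean inhibition of all tested compounds on the plate plus 3 SD, cut at about 37% in these data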;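 further: 0% = orexin A challenge wells and 100% = SB-334867-A antagonist wells; not every result past the cut was called active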
* = called active by the depositor. Not all compounds are listed; the hit share may differ from the screen's.

SMILES	OX1R antag-1	OX1R antag-2
COC(=O)C1=C(c2ccc(OC(F)(F)F)cc2)C[C@@H]2CC[C@H]1N2C(=O)NC1Cc2ccccc2C1	2	-14
Oc1cccc2cccnc12	9	-7
COc1ccc(C(=O)OC2C[C@H]3CC[C@H](C2)N3C)cc1OC (stereo not given in full)	14	-24
CCc1nc2ccc(Br)cc2c(=O)n1-c1ccccc1C(F)(F)F	14	-22
CN(C)[C@@H]1C(=O)C(C(N)=O)=C(O)[C@@]2(O)C(=O)C3=C(O)c4c(O)cccc4[C@@](C)(O)C3C[C@@H]12 (stereo not given in full)	15	-2
C[n+]1ccc(-c2cc[n+](C)cc2)cc1	35	-6
O=c1[nH]c(=O)n(Cc2ccc(F)cc2)c(O)c1C=Nc1ccc(Cl)cc1	8	-18
Cc1ccc2c(c1N)C(=O)c1ccccc1C2=O	40*	19
Nc1ccc(N2CCN(Cc3ccccc3Cl)CC2)c(Cl)c1	24	4
COc1ccc(-n2c(O)c(C(C)=NCCN3CCNCC3)c(=O)[nH]c2=O)cc1	6	-7
S=C1CN=C(c2ccccc2)c2cc(Cl)ccc2N1	11	-22
Cc1ccsc1C(=O)C1CCCN(Cc2cc(C(C)C)n[nH]2)C1 (stereo not given)	26	-52
Cc1ccc(-n2c(O)c(/C=N/NC(=O)c3ccncc3)c(=O)[nH]c2=O)cc1C	35	-5
COc1ccc(-c2nc3ccccc3c(=O)n2-c2cccnc2)cc1	5	7
Nc1cc(Cl)c2nonc2c1[N+](=O)[O-]	113*	31
c1cncc(CNCCc2ccc3c(c2)OCO3)c1	2	-11
CC1=CC(C)C(COC(N)=O)(COC(N)=O)C(C)C1 (stereo not given)	11	-16
COC(=O)C1=C(c2ccc(OC(F)(F)F)cc2)C[C@@H]2CC[C@H]1N2C(=O)NCCNC(C)=O	11	-5
COCCNC(=O)Cn1cc(/C=C2\C(=O)NC(=O)N(c3cccc(C)c3C)C2=O)c2ccccc21	8	-11
COc1ccc(CCn2c(O)c(C=NCCCN(C)C)c(=O)[nH]c2=O)cc1OC	10	0
C/C(CC(c1ccccc1)c1c(O)c2ccccc2oc1=O)=N\NC(N)=S (stereo not given)	17	-12
O=C1NC(=O)N(CCc2ccc(F)cc2)C(=O)/C1=C/c1ccco1	15	1
C[N+](C)(C)CC#CCN1CCCC1=O	8	-2
N#CCCn1cc(C(=O)O)c(-c2cccc([N+](=O)[O-])c2)n1	25	-8
CC(C)Cn1cc(C(=O)N2CCC3(CC2)OCCO3)c2c3ccccc3n(C)c2c1=O	17	-20
COc1cc2c(cc1OC)[C@@]13CCN4CC5=CCO[C@H]6CC(=O)N2[C@H]1[C@H]6[C@H]5C[C@H]43	12	-5
CSc1ccc(C(=O)C2CCCN(Cc3ccn[nH]3)C2)cc1 (stereo not given)	5	-21
O=C1NC(=S)N(c2ccc(F)cc2)C(=O)/C1=C/c1ccccc1O	1	-3
COC(=O)C1=C(c2ccc(OCc3ccccc3)cc2)C[C@@H]2CC[C@H]1N2C(=O)NCc1cccc(C(F)(F)F)c1	10	11
FC(F)(F)c1ccc2c(c1)ncn2C1CCN(Cc2nnnn2C2CCCCC2)CC1	13	-23
COc1cccc(CNCCc2c[nH]c3ccccc23)c1OC	8	-29
COc1cc(CNCCc2ccc3c(c2)OCO3)ccc1O	14	-19
COc1cc2occc2c2oc(=O)ccc12	17	-8
O=c1cccc2n1CC1CC2CN(Cc2cccc(Cl)c2Cl)C1 (stereo not given)	11	-24
Cc1ccc(S(=O)(=O)N(C)CCCC(=O)N2CCN(c3ccccn3)CC2)cc1	11	-32
O=C([O-])c1ccc(-[n+]2c(-c3ccccc3)cc(-c3ccccc3)cc2-c2ccccc2)cc1	44	-12
CCC(=NCC1CCCO1)c1c(O)n(-c2ccccc2)c(=O)[nH]c1=O (stereo not given)	11	-6
COC(=O)c1cc(C(O)(C(=O)OC)C(F)(F)F)c(/N=C/N(C)C)s1 (stereo not given)	8	-8
COc1ccc(-n2c(O)c(/C(C)=N/N3CCCCCC3)c(=O)[nH]c2=O)cc1	-1	-21
CCC(=NCc1cccnc1)c1c(O)n(-c2ccc(Cl)cc2)c(=O)[nH]c1=O	5	-7

Reformatted: entries from further up
Second line of a record: OX1R antag-1 | OX1R antag-2
C/C(CC(c1ccccc1)c1c(O)c2ccccc2oc1=O)=N\NC(N)=S (stereo not given)
→ 17 | -12
O=C1NC(=O)N(CCc2ccc(F)cc2)C(=O)/C1=C/c1ccco1
→ 15 | 1
C[N+](C)(C)CC#CCN1CCCC1=O
→ 8 | -2
N#CCCn1cc(C(=O)O)c(-c2cccc([N+](=O)[O-])c2)n1
→ 25 | -8
CC(C)Cn1cc(C(=O)N2CCC3(CC2)OCCO3)c2c3ccccc3n(C)c2c1=O
→ 17 | -20
COc1cc2c(cc1OC)[C@@]13CCN4CC5=CCO[C@H]6CC(=O)N2[C@H]1[C@H]6[C@H]5C[C@H]43
→ 12 | -5
CSc1ccc(C(=O)C2CCCN(Cc3ccn[nH]3)C2)cc1 (stereo not given)
→ 5 | -21
O=C1NC(=S)N(c2ccc(F)cc2)C(=O)/C1=C/c1ccccc1O
→ 1 | -3
COC(=O)C1=C(c2ccc(OCc3ccccc3)cc2)C[C@@H]2CC[C@H]1N2C(=O)NCc1cccc(C(F)(F)F)c1
→ 10 | 11
FC(F)(F)c1ccc2c(c1)ncn2C1CCN(Cc2nnnn2C2CCCCC2)CC1
→ 13 | -23
COc1cccc(CNCCc2c[nH]c3ccccc23)c1OC
→ 8 | -29
COc1cc(CNCCc2ccc3c(c2)OCO3)ccc1O
→ 14 | -19
COc1cc2occc2c2oc(=O)ccc12
→ 17 | -8
O=c1cccc2n1CC1CC2CN(Cc2cccc(Cl)c2Cl)C1 (stereo not given)
→ 11 | -24
Cc1ccc(S(=O)(=O)N(C)CCCC(=O)N2CCN(c3ccccn3)CC2)cc1
→ 11 | -32

Going on with the list:
SMILES	OX1R antag-1	OX1R antag-2
O=C(Cc1ccccc1)N1CCN(Cc2ccc([N+](=O)[O-])cc2)CC1	16	0
Cc1cc(OCC(=O)N[C@@H](Cc2ccccc2)C(=O)O)c2c3c(c(=O)oc2c1)CCCC3	7	-5
Cc1c(C(=O)O)cccc1-n1c(C)cc(/C=C2\C(=O)NC(=O)N(c3ccc4c(c3)OCO4)C2=O)c1C	7	-14
COC(=O)C1=C(c2ccc(F)cc2F)C[C@@H]2CC[C@H]1N2C(=O)NCCCOC(C)C	7	-14
C=CCn1c(C)c(C=C2C(=O)NC(=O)NC2=O)c2ccccc21	11	-18
O=C(/C=C/C=C/c1ccccc1)CC1(O)C(=O)Nc2ccccc21 (stereo not given)	9	-7
COc1ccc2c(c1)C13CCCC[C@@H]1C(C2)N(C)CC3 (stereo not given in full)	10	-10
C=C1[C@@H](C)[C@H]2[C@H](Cc3ccccc3)NC(=O)[C@]23OC(=O)/C=C/[C@H](O)CCC[C@@H](C)C/C=C/[C@H]3[C@@H]1O	19	-16
CC1(c2ccc(Cl)cc2Cl)OCC(Cn2cncn2)O1 (stereo not given)	7	3
CN1CC(C#N)C2(O)c3ccccc3CCC2C1 (stereo not given)	3	-12
COC(=O)C1=CO[C@@H](C)[C@@H]2CN3CC[C@]4(C(=O)Nc5ccccc54)[C@@H]3C[C@H]12	5	-21
Cc1cc2ccccc2c(=O)n1CC(=O)NCC(=O)N1CCC2(CC1)OCCO2	-1	-9
Cc1ccccc1N1C(=O)CC(=O)N(c2ccccc2C)C1=O	14	-19
CCn1c(O)c(/C=N/N2CCOCC2)c(=O)n(CC)c1=S	5	-26
CC(Cc1ccccc1)NC(=O)CN1CCCC1=O (stereo not given)	8	4
NCCc1c[nH]c2ccc(O)cc12	17	-16
N=Cc1c(O)n(-c2ccc(C34CC5CC(CC(C5)C3)C4)cc2)c(=O)[nH]c1=O	6	5
CCCCOC(=O)C1=C(N)OC2=C(C(=O)CCC2)[C@]12C(=O)Nc1ccccc12	13	-18
Cc1nc2ncnn2c(C)c1CCC(=O)N1CCC2(CC1)OCCO2	1	-10
O=C1CCCC2=C1C(c1cccnc1)Nc1ccccc1N2 (stereo not given)	18	-11
CC(=O)OC[C@]12CCC(C)=C[C@H]1O[C@@H]1[C@H](O)[C@@H](OC(C)=O)[C@@]2(C)[C@]12CO2	3	-16
C=CCn1c(O)c(/C(C)=N/N2CCCCC2)c(=O)[nH]c1=O	26	-19
CCOc1ccc(N2C(=O)NC(=O)/C(=C/c3cnc(SC)nc3)C2=O)cc1	19	-8
CC1=C(C(=O)O)N2C(=O)[C@@H](NC(=O)CCCC(=O)O)[C@H]2SC1	11	5
COC(=O)C1=C(c2ccc3ccccc3c2)C[C@@H]2CC[C@H]1N2C(=O)NC1CC1	5	-28
Cc1ccc2c(c1)C1CN(C)CCC1N2C(=O)Cn1nnc(-c2ccccc2F)n1 (stereo not given)	3	-35
CCC(C)NC(=O)c1c(N)n(CCCOC)c2nc3ccccc3nc12 (stereo not given)	4	-17
COC(=O)C1=C(c2ccc(C(C)=O)cc2)C[C@@H]2CC[C@H]1N2C	-3	3
CCC(=NCCCO)c1c(O)n(-c2ccc(OC)cc2)c(=O)[nH]c1=O	17	-6
COc1cc2ccc(=O)oc2c2ccoc12	12	-5
Cc1ccc(CN2CCCC(C(=O)c3ccc4c(c3)OCO4)C2)cc1C (stereo not given)	5	-21
COc1ccc(OC)c(N2C(=O)CC(=O)NC2=O)c1	10	10
CN1CC(C(=O)c2ccc(F)cc2)C(c2c(F)cccc2Cl)C1 (stereo not given)	18	-5
Fc1ccccc1CCNCc1ccccc1	23	-26
O=C(O)C(Br)CBr (stereo not given)	9	-2
Cc1ccsc1C(=O)C1CCCN(Cc2cnn(C)c2)C1 (stereo not given)	0	-9
Cc1[nH]c2ccccc2c1CCNCc1ccco1	13	-19
COC(=O)C(O)(c1ccc(NC(=O)Oc2ccccc2)cc1)C(F)(F)F (stereo not given)	17	4
COCCCN1CCN(c2nnc3n2-c2sc(Br)cc2C(c2ccccc2Cl)=NC3)CC1	10	-20
CCN1C(=O)c2ccccc2Sc2ccc(C(=O)N3CCC4(CC3)OCCO4)cc21	12	-6
O=C(C1CCC(=O)N1Cc1ccccc1Cl)N1CCC2(CC1)OCCO2 (stereo not given)	1	-13
O=C1C2(Cl)C3(Cl)C4(Cl)C(Cl)(Cl)C5(Cl)C3(Cl)C1(Cl)C5(Cl)C24Cl (stereo not given)	23	72*
CC(=O)OC1(c2ccccc2)CCN(C)C2CCCCC21 (stereo not given)	1	-2
COC(=O)C1=C(c2cc3ccccc3s2)C[C@@H]2CC[C@H]1N2C(=O)NC(C)C	33	-20
COC(=O)C1=C(c2ccc(OC)c(OC)c2)C[C@@H]2CC[C@H]1N2C(=O)NC1CCCCC1	14	-19
CN1CCCN(C(=O)COc2ccc(F)cc2F)CC1	14	6
CCC(=NCc1ccc2c(c1)OCO2)c1c(O)n(C2CCCCC2)c(=O)[nH]c1=O	13	-17
COC(=O)C1=C(c2cccc(OC)c2OC)C[C@@H]2CC[C@H]1N2C(=O)N1CCC(O)CC1	26	5
CC(=O)N[C@@H]1CC[C@@]2(O)[C@H]3Cc4ccc(O)c5c4[C@@]2(CCN3CC2CC2)[C@@H]1O5	5	8
O=C(CNS(=O)(=O)c1cccs1)N1CCC2(CC1)OCCO2	-2	-5
O=C(CCC(=O)N1C[C@H]2C[C@@H](C1)c1cccc(=O)n1C2)NCc1ccccc1C(F)(F)F	9	-25
Cc1ccc(C2NC(=S)NC(c3ccc(C)cc3)C23C(=O)NC(=O)NC3=O)cc1 (stereo not given)	11	-10
O=C(c1n[nH]c(=O)c2ccccc12)N1CCC2(CC1)OCCO2	8	-2
N/C(=N/[N+](=O)[O-])N1CCN(C(=O)c2ccc(Cl)cc2)CC1	11	-12
O=[N+]([O-])c1ccc(N2CCCC2)c2ncccc12	51	4
CCOC(=O)CCCCCNC(=O)c1c(O)[nH]c(=O)[nH]c1=O	1	10
Cc1cccc(C(=O)NC(Oc2ccccc2)C(Cl)(Cl)Cl)c1 (stereo not given)	27	-15
O=C(COc1ccccc1Cl)N1CCCC(N2CCN(c3ccc(F)cc3)CC2)C1 (stereo not given)	14	-18
CN1CCN(c2cc([N+](=O)[O-])ccc2Cl)CC1	16	-13
COc1ccc(OC)c(NC2=NCCCS2)c1	19	-10

The list continues:
SMILES	OX1R antag-1	OX1R antag-2
COP(=O)(OC)C(Nc1ccccc1)c1ccccc1 (stereo not given)	9	-19
Cc1nc(Cl)sc1C(=O)Nc1ccc2ccccc2c1	19	-15
CN(C)Cc1ccccc1OC(=O)N(C)C	-2	-7
O=[N+]([O-])c1ccc(NCCCN2CCOCC2)nc1	26	-13
Cc1nn(Cc2ccccc2Cl)c(Cl)c1C(=O)OCC(=O)NCc1ccco1	14	-6
O=C1/C(=C/c2ccc([N+](=O)[O-])cc2)N2CCC1CC2	49	3
CCOP(=O)(OCC)C(NC(=O)c1ccccc1Cl)=C(Cl)Cl	0	-16
O=C1CN=C(c2cccc(Br)c2)c2cc(Br)ccc2N1	10	-9
CC(=O)NN1C(=O)c2ccccc2NC1c1cccnc1 (stereo not given)	8	-17
CCC1=Nc2cc(C(=O)N3CCC4(CC3)OCCO4)ccc2Sc2ccccc21	5	-20
OCC12CO[C@@H]3c4ccccc4[C@H](OC1)N32 (stereo not given in full)	-8	7
COc1ccc(-n2c(C)nc3ccccc3c2=O)c([N+](=O)[O-])c1	7	-17
O=C(C[N+]12CCC(CC1)C(CO)C2)c1ccc([N+](=O)[O-])cc1 (stereo not given)	59*	-6
COC(=O)C1=C(c2ccc(F)cc2F)C[C@@H]2CC[C@H]1N2C(=O)NCc1ccc2c(c1)OCO2	3	-28
OCCNc1c2c(nc3ccccc13)CCCC2	5	6
O=C1N[C@@H](Cc2ccccc2)C(=O)N2[C@H]1C[C@H]1c3ccccc3N(OOSc3ccccc3)[C@H]12	13	-21
CC(C)N1C(=O)/C(=C/C=C/c2ccco2)C(=O)N(Cc2ccco2)C1=O	4	-9
Cc1cc(=O)oc2cc(OCC(=O)N3C[C@H]4C[C@@H](C3)c3cccc(=O)n3C4)c(Cl)cc12	11	-5
COC(=O)C1=C(c2ccc(F)cc2OCc2ccccc2)C[C@@H]2CC[C@H]1N2C(=O)NCc1ccc(Cl)cc1	10	3
